Hsp70 act: transcriptional activators of Hsp70; AID 1203; 200,000 compounds, 0.04% hits; activation, % at 10 µM; HeLa Hsp70 promoter luciferase reporter, luminescence; scaled: vehicle 0, proteasome-inhibitor control 100%;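 active = activation above the mean across all tested compounds plus 3 SD, cutoff set per campaign, cut at about 5.5% in these data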;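 also: 100% = MG132 at 30 µM as the positive control and 0% = DMSO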
NF-kB neuron act: NF-kB expression increase, human neuronal cells; AID 1239; NF-kB reporter expression; hits give high values; 190,000 compounds, 1.6% hits; fold change at 12.5 µM; in the data active = fold change above about 3.3
STAT1 inh: STAT1 signaling inhibition. inhibition, % at 5.5 µM. NIH 3T3 STAT1-luciferase reporter, IFN-gamma, luminescence. 200,000 compounds, 0.35% hits. AID 920;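 active = inhibition above a set limit, the mean inhibition across all tested compounds plus 3 SD, cut at about 34% in these data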;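 also: 0% = IFN-gamma with DMSO and 100% = IFN-gamma with 300 µM nifuroxazide; values of inactives mirror those of a sister screen read the other way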
APP 5UTR inh: APP translation inhibition; 190,000 compounds, 0.82% hits; inhibition, % at 2 µM; SH-SY5Y APP 5'UTR-luciferase reporter, luminescence;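 active = inhibition above a set limit, derived from the sample mean plus 3 SD, cut at about 45% in these data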; also: values of inactives mirror those of a sister screen read the other way
APP 5'UTR act: APP 5'UTR luciferase reporter activation. SH-SY5Y APP 5'UTR luciferase reporter, luminescence; zero percent = DMSO vehicle wells. activation, % at 2 µM. 190,000 compounds, 1% hits. AID 1276;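 active = activation above a set limit, based on mean plus 3 SD of controls, cut at about 140% in these data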; also: values of inactives mirror those of a sister screen read the other way
FLuc inh counter: Photinus pyralis luciferase inhibition counter-screen | inhibition, % at 10 µM | ATPLite firefly luciferase biochemical luminescence, 10 min | AID 1006 | 200,000 compounds, 1.5% hits;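 active = inhibition above about 50% when tested at 10 µM, limit read from the data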
Target sequence (P08659 whole entry, looked up): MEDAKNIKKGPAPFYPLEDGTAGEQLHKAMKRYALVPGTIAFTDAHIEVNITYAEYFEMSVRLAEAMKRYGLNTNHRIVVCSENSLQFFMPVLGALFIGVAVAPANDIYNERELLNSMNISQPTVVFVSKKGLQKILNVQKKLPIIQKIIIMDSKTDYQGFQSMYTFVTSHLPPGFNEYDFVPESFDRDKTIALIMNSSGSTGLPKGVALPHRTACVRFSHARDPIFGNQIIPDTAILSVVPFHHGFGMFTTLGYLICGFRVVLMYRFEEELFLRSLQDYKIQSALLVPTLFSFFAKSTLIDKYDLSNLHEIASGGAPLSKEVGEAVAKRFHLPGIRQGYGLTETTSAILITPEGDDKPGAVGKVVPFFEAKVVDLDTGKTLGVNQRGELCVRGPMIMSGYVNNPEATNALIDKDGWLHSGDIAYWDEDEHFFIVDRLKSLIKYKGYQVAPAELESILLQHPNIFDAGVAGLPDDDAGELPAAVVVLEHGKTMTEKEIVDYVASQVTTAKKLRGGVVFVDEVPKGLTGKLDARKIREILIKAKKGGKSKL
STAT3 activator: increases IL-6 driven STAT3 reporter signal; AID 871; activation (% of control), % at 5.6 µM; U3A cells, IL-6 STAT3-luciferase reporter, luminescence; 100% = signal with IL-6 EC80 alone; 190,000 compounds, 0.91% hits;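 active = activation above the screen-wide mean of compound activation plus 3 SD, cut at about 130% in these data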;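 also: 0% = background luminescence of wells with medium and substrate only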
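Material: human U3A cells carrying STAT3-luciferase construct. Measured by: reporter luminescence signal. Timing: compound 1 h, then IL-6 6 h at 37 °C.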
STAT1 act: activators of IFN-gamma induced STAT1 signaling; NIH 3T3 STAT1-luciferase reporter, luminescence; 100% = IFN-gamma alone, no compound; activation (% of control), % at 5.5 µM; 200,000 compounds, 2.6% hits;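 active = activation above the screen-wide mean activation plus 3 SD, cut at about 130% in these data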;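 also: raw ratio to IFN-gamma control signal so 100% means no change and 0% no light; values of inactives mirror those of a sister screen read the other way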
STAT3 inh: reduces IL-6 driven STAT3 reporter signal. U3A cells, IL-6 STAT3-luciferase reporter, luminescence; host cell line lacks STAT1. inhibition, % at 5.5 µM. 190,000 compounds, 0.89% hits;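 active = inhibition above the mean inhibition across all screened compounds plus 3 SD, cut at about 44% in these data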;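 also: 0% = DMSO only wells and 100% = 100 µM nifuroxazide control wells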
RAM network inh: blocks the yeast RAM network; S. cerevisiae dse1pr::URA3 reporter, 5-FOA growth OD615, 2 d; analog-sensitive cbk1-as2 kinase mutant strain; inhibition, % at 50 µM; 190,000 compounds, 1.8% hits;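 active = inhibition above a set limit, 3 SD over mean compound inhibition, cut at about 8.4% in these data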;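 also: 0% = DMSO-only wells with no growth and 100% = 10 µM 1-NA-PP1 full growth; inhibition rescues growth on 5-FOA so higher OD means more RAM inhibition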
Numbers without * were called inactive; nt = not tested or not shown.

SMILES | Hsp70 act | NF-kB neuron act | STAT1 inh | APP 5UTR inh | APP 5'UTR act | FLuc inh counter | STAT3 activator | STAT1 act | STAT3 inh | RAM network inh
COc1ccc2cc(CN(Cc3cccnc3)Cc3nnnn3Cc3ccccc3)c(=O)[nH]c2c1 | -0.3 | 0.58 | 5 | 6 | -6 | -12 | 97 | 96 | 8 | 0.8
N#CC(C(=O)Nc1ccc(Cl)c(Cl)c1)=C1Nc2ccccc2N1 | -0.2 | 0.93 | 1 | 12 | -12 | -1 | 88 | 99 | 21 | 2.0
O=C(O)c1cc2c([nH]c1=O)CCCC2 | -0.1 | 0.86 | -2 | -14 | 14 | -6 | 104 | 102 | -3 | 1.9
CCOC(=O)c1[nH]c(C)c(C(=O)NC2CCCCC2)c1C | 0.7 | 1.1 | -7 | 0 | 0 | -4 | 103 | 107 | 6 | 1.1
O=C(/C=C/c1ccc2c(c1)OCO2)N1CCOCC1 | -0.3 | 1.5 | -16 | -12 | 12 | 15 | 103 | 114 | 4 | 1.9
CCC(CC)NC(=O)COc1ccc(OC)cc1C=O | -0.4 | 1 | -5 | -4 | 4 | -6 | 109 | 104 | -9 | 2.8
CC(C)(C)NC(=O)CN(C(=O)CS(=O)CC(=O)Nc1ccc(F)cc1)c1ccc(Cl)cc1 (stereo not drawn) | -0.5 | 0.96 | -3 | 2 | -2 | -13 | 100 | 102 | 4 | -0.1
CC(C)NS(=O)(=O)c1ccc2c3c(cccc13)CC2 | 0.1 | 1 | 6 | -28 | 28 | -8 | 102 | 93 | 4 | -0.6
N#C/C(=C\c1cn[nH]c1-c1ccccc1)C(=O)NC1CCCCCC1 | -0.4 | 0.94 | -3 | -1 | 1 | -2 | 101 | 103 | 0 | 4.3
CCc1ccc(NC2=NC(C(=O)c3ccccc3)CC(=O)N2)cc1 (stereo not drawn) | -0.3 | 1.1 | 13 | -6 | 6 | -6 | 95 | 86 | 9 | -0.9
Nc1nc(C(=O)N2CCOCC2)nn1C(=O)c1ccc(Cl)cc1 | -0.3 | 1 | 12 | 35 | -35 | -8 | 96 | 89 | 5 | 0.0
O=C(CCc1ccccc1)NC(NC(=S)Nc1ccc(Br)cc1)C(Cl)(Cl)Cl (stereo not drawn) | 0.0 | 1.2 | 4 | -7 | 7 | 1 | 104 | 96 | -8 | 3.1
Cc1cccn2c(=O)c3cc(C#N)c(=O)n(CC4CCCO4)c3nc12 (stereo not drawn) | -0.2 | 1.3 | -1 | -3 | 3 | -6 | 103 | 100 | 8 | 0.1
O=C1c2cccnc2C(Nc2ccc(Cl)cc2)N1Cc1cccs1 (stereo not drawn) | 0.1 | 0.92 | 8 | -11 | 11 | -6 | 103 | 92 | -2 | 3.9
CCOc1cc(C2CC(=O)N3CN(C4CCCCC4)CSC3=C2C#N)ccc1O (stereo not drawn) | -0.2 | 1.1 | -1 | 10 | -10 | -2 | 98 | 101 | 7 | 1.8
CC(/C=N/NC(=O)c1cc(-c2ccc(C)o2)[nH]n1)=C\c1ccccc1 | -0.2 | 1.1 | -15 | -7 | 7 | 2 | 97 | 113 | 3 | 3.6
CC1(CC(=O)N/N=C/c2ccc(-c3ccc(C(=O)O)cc3)o2)OCCO1 | 0.2 | 1.1 | 0 | 10 | -10 | -7 | 106 | 100 | -3 | 0.1
O=C(O)C1CCCN1c1ncnc2ccccc12 (stereo not drawn) | -0.1 | 1.1 | 2 | 12 | -13 | -5 | 105 | 94 | -3 | 3.4
Cc1ccc(N2C(=S)N=C(Nc3ccccc3C)C23CCOC(C)(C)C3)cc1 (stereo not drawn) | -0.4 | 1 | -5 | -9 | 9 | -9 | 100 | 105 | 3 | 0.3
O=C(Nc1nc2c(s1)CCCC2)Oc1ccccc1 | 0.3 | 1.3 | -5 | 2 | -2 | 9 | 106 | 105 | -2 | 0.9
Cc1cc(C)nc(/N=C(\N)C2=C(O)CC(C)(C)CC2=O)n1 | 3.9 | 1.1 | -6 | -26 | 26 | -1 | 101 | 105 | 8 | 1.7
CCOc1ccc(NC(=O)C2CCCN2C(=O)OCc2ccccc2)cc1 (stereo not drawn) | 1.2 | nt | 0 | 0 | 0 | -2 | 85 | 98 | 22 | -1.3
COc1ccc(N(CC(=O)Nc2ccc(C(N)=O)cc2)S(=O)(=O)c2ccc(C)c([N+](=O)[O-])c2)cc1 | -0.3 | 1 | -1 | -1 | 1 | -6 | 104 | 99 | -1 | 2.9
Cn1nnc2cc(C(=O)NC(C)(C)C)ccc21 | 0.0 | 1.3 | -3 | -8 | 8 | -8 | 101 | 102 | 2 | 1.2
COc1cc(OC)c(NS(=O)(=O)c2cc(C(=O)OC(C)C(=O)NC3CC3)c(Cl)cc2Cl)cc1Cl (stereo not drawn) | -0.3 | 1.2 | 6 | -1 | 1 | -7 | 103 | 95 | -1 | 1.5
Cc1cccc(N(C(=O)C(F)(F)F)C(C(=O)NC2CCCCC2)c2cccs2)c1 (stereo not drawn) | -0.3 | 1.1 | 4 | -12 | 12 | -5 | 104 | 97 | 6 | 3.0
COc1ccc(-c2nn(-c3ccccc3)cc2CN2CCCO2)c(F)c1 | -0.1 | 1.2 | -3 | 0 | 0 | -7 | 96 | 101 | 10 | 0.8
O=C(Nc1ccc(Cl)cc1)Nc1nnc(CSCc2ccccc2)s1 | -0.3 | 1.1 | -1 | 3 | -3 | -8 | 102 | 101 | -7 | 0.8
CCCOC(=O)c1c(NC(=O)c2cnn3c2NC(c2ccccc2)CC3C(F)(F)F)sc2c1CCCC2 (stereo not drawn) | -0.5 | 1 | -5 | 3 | -3 | -2 | 98 | 104 | -3 | 7.0
COc1ccc(-c2c3c(cc(C)[n+]2[O-])oc2ccc(OC)cc23)cc1 | -0.3 | 1.1 | -1 | -4 | 4 | -6 | 98 | 100 | 3 | -0.1
CC1CCN(CCCCOc2ccccc2[N+](=O)[O-])CC1 | 0.2 | 1.1 | -2 | -5 | 5 | -7 | 99 | 102 | 12 | 1.1
COc1ccc(CCN(C)CCN2C(=O)c3ccccc3C2=O)cc1OC | -0.3 | 1.1 | 2 | 1 | -1 | -6 | 94 | 98 | 12 | -0.1
COc1ccc(-n2c(C)cc(SC)c(C(C)=O)c2=S)cc1 | -0.4 | 1.1 | -3 | 0 | 0 | 4 | 94 | 102 | 4 | 0.1
COCCN1CCCC(CNCc2cn(C)nc2-c2ccc(Oc3ccccc3)cc2)C1 (stereo not drawn) | -0.3 | 0.93 | 9 | -2 | 2 | -3 | 99 | 90 | 4 | 2.2
CCC(C)C(NC(=O)c1ccccc1NC(=O)c1ccco1)C(=O)O (stereo not drawn) | -0.2 | 1.1 | 6 | -12 | 12 | -6 | 71 | 95 | 40 | 0.1
CCOc1ccc(-c2cn3ccccc3n2)cc1[N+](=O)[O-] | -0.4 | 1.1 | -30 | -70 | 70 | 78* | 97 | 127 | 4 | 1.0
Cc1ccccc1CS(=O)(=O)CCC(=O)NCCCN1CCN(c2ccccc2F)CC1 | -0.3 | 0.86 | -3 | 1 | -1 | 2 | 95 | 103 | 13 | 2.0
Cn1c(CNc2ccccc2)nc2ccccc21 | 0.2 | 2.9 | -36 | -79 | 79 | 26 | 111 | 132* | -12 | 0.1
O=C(NCc1ccco1)[C@@H]1CSC2c3ccccc3C(=O)N21 (stereo partly drawn) | 0.3 | 1.1 | 5 | -9 | 9 | -3 | 100 | 95 | 7 | 0.9
Cc1c(-n2c(O)c(C3=c4ccccc4=NC3=O)sc2=O)c(=O)n(-c2ccccc2)n1C | -0.1 | 1.1 | -5 | -4 | 4 | -6 | 96 | 102 | 7 | 7.0
CCOC(=O)C1CCCN(C(=O)/C=C/c2cc(OC)c(OC)c(OC)c2)C1 (stereo not drawn) | -0.2 | 0.91 | 7 | -2 | 2 | -8 | 95 | 93 | 12 | -0.5
CC(C)c1ccc(CNC(=O)CSCC(=O)Nc2ccc3ccccc3c2)cc1 | -0.3 | 1.3 | -1 | 14 | -14 | -2 | 109 | 101 | -10 | 13*
COc1ccc(C2=CSC(/N=C/c3ccc(F)cc3)=NN2)cc1 | -0.2 | 1.5 | 0 | -17 | 17 | 1 | 86 | 100 | 20 | 3.5
Cc1cc(NC(=O)CSc2nc3c(c(-c4cccnc4)c2C#N)CCC3)no1 | -0.3 | 1.7 | -1 | -7 | 7 | -20 | 90 | 101 | 15 | 4.2
O=C(O)CC/C(=N/NC(=O)c1cn(-c2ccccc2)nc1-c1ccccc1)C(=O)O | -0.5 | 1.7 | 3 | 20 | -20 | 0 | 95 | 97 | 8 | 0.0
Cc1[nH]n(-c2ccccc2)c(=O)c1C=NCC1CCCO1 (stereo not drawn) | 0.3 | 1 | -7 | -29 | 29 | -4 | 104 | 105 | 3 | 0.1
CC1CCN(CCCNC(=O)c2ccc(CSCc3cccc(Cl)c3)o2)CC1 | -0.3 | 1.1 | -2 | 4 | -4 | -6 | 106 | 102 | -7 | -0.5
CN(C)c1cccc(C(=O)NNC(=S)NC2CC3CCC2C3)c1 (stereo not drawn) | -0.2 | 1.8 | -8 | -55 | 55 | 25 | 109 | 108 | -8 | -0.3

Gathered by group, the entries above containing a nitro group on carbon.
SMILES | Hsp70 act | NF-kB neuron act | STAT1 inh | APP 5UTR inh | APP 5'UTR act | FLuc inh counter | STAT3 activator | STAT1 act | STAT3 inh | RAM network inh
COc1ccc(N(CC(=O)Nc2ccc(C(N)=O)cc2)S(=O)(=O)c2ccc(C)c([N+](=O)[O-])c2)cc1 | -0.3 | 1 | -1 | -1 | 1 | -6 | 104 | 99 | -1 | 2.9
CC1CCN(CCCCOc2ccccc2[N+](=O)[O-])CC1 | 0.2 | 1.1 | -2 | -5 | 5 | -7 | 99 | 102 | 12 | 1.1
CCOc1ccc(-c2cn3ccccc3n2)cc1[N+](=O)[O-] | -0.4 | 1.1 | -30 | -70 | 70 | 78* | 97 | 127 | 4 | 1.0

More structures:
SMILES | Hsp70 act | NF-kB neuron act | STAT1 inh | APP 5UTR inh | APP 5'UTR act | FLuc inh counter | STAT3 activator | STAT1 act | STAT3 inh | RAM network inh
CCCn1c(=O)[nH]c(=O)c2c(C(F)(F)F)cc(-c3ccc(C)cc3)nc21 | 0.0 | 1.2 | 0 | 14 | -14 | 1 | 107 | 101 | -8 | 2.0
Cc1cccc(C(=O)NNC(=O)C(=O)NC(C)(C)C)c1 | -0.3 | 1.2 | -2 | -1 | 1 | -3 | 91 | 102 | 20 | 1.2
CC(=O)Nc1ccc(C(=O)N/N=C/c2ccncc2)cc1 | 0.3 | 0.9 | -3 | -4 | 4 | -7 | 95 | 102 | 16 | 0.1
Cc1ccc(-c2csc(NC(=O)c3ccc(-c4ccccc4)cc3)n2)o1 | -0.2 | 2.5 | -6 | -61 | 61 | 14 | 71 | 106 | 42 | 3.0
CC(=O)N/N=C/C1=CCC2CC1C2(C)C (stereo not drawn) | -0.2 | 1.1 | 7 | -7 | 7 | -4 | 98 | 94 | 3 | 0.5
CC(C)CC(=O)Nc1ccccc1-c1nnn(CC(=O)N2CCOCC2)n1 | -0.3 | 0.97 | 6 | -8 | 8 | -6 | 101 | 95 | 4 | 3.1
Cc1cc(C)c2c(C)c(C(=O)Nc3c(C)n(C)n(-c4ccccc4)c3=O)oc2c1 | -0.4 | 1 | -3 | -8 | 7 | 3 | 93 | 103 | 9 | -1.6
Cc1ccc(NC(=O)CN(C)C(=O)C2COc3ccccc3O2)cc1 (stereo not drawn) | -0.2 | 0.92 | 6 | -29 | 29 | -4 | 92 | 93 | 17 | 0.7
